Screening results: PubChem BioAssay, several laboratories
CCHFV vOTU inh: blocks the CCHF virus ovarian tumor domain protease; 370,000 tested, 0.55% active; inhibition, % at 11.5 µM; CCHFV vOTU protease, Pep-AMC fluorescence; in the data active = inhibition above about 30%; note: 0% = vehicle wells with enzyme and 100% = no enzyme wells
DUSP3 inh: inhibitors of human VHR1 phosphatase (DUSP3) | AID 1654 | inhibition, % at 13.3 µM | 290,000 tested, 0.52% active | recombinant VHR phosphatase, pNPP absorbance | P51452; in the data active = inhibition above about 50%; note: some compounds called inactive have numbers as strong as hits
Target sequence (P51452 whole entry, looked up): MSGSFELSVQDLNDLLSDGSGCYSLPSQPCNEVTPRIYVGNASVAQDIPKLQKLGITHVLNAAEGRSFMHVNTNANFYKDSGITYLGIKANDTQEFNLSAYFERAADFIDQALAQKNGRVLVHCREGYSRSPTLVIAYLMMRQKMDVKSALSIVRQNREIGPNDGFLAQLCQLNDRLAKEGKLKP
Vc quorum ag: inducers of Vibrio cholerae quorum light production without autoinducers; V. cholerae BH1578 lux reporter, luminescence, 6 h; activation, % at 18.7 µM; 350,000 tested, 0.16% active; in the data active = activation mostly above about 9.7%, no sharp cut-off; note: not every result past the cut was called active; inactives centre near 0; reference of the scale not given here
BoNT A protease: BoNT A light chain protease inhibition; multiplex microsphere protease substrate cleavage, flow cytometry; inhibition, % at 10 µM; 360,000 tested, 0.17% active; AID 588499; note: plate controls were buffer without enzyme for full effect and enzyme alone for no effect
Anthrax LF inh2: blocks Bacillus anthracis lethal factor protease. inhibition, % at 10 µM. multiplex microsphere protease cleavage assay, LF. 360,000 tested, 0.12% active; note: plate controls were buffer without enzyme for full effect and enzyme alone for no effect
Target sequence (P15917 whole entry, looked up): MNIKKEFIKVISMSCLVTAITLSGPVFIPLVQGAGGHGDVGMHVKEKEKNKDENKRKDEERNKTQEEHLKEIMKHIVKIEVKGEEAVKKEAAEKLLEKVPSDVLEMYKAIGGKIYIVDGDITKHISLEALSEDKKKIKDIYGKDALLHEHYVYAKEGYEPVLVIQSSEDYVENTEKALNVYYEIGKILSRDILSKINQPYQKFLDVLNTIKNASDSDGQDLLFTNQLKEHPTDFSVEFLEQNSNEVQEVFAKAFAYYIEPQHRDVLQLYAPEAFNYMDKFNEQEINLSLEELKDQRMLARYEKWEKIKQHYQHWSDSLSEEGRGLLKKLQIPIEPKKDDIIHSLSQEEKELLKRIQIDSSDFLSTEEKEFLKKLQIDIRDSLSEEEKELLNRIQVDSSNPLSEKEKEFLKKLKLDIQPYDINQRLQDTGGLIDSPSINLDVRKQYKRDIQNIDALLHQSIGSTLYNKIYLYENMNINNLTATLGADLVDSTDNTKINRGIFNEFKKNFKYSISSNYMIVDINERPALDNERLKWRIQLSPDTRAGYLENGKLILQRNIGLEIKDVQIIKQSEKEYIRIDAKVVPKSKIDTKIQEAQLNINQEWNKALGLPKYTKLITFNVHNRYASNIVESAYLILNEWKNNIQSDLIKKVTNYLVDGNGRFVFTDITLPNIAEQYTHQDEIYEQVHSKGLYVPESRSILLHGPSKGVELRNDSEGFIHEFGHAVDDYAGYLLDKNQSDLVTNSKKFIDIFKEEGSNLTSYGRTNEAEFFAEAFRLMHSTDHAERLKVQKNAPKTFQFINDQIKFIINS
Y pestis TopoI: blocks Yersinia pestis topoisomerase I activity | Y. pestis Topo-I cleavage product accumulation, plate reader | activity, % at 10 µM | 360,000 tested, 0.064% active | AID 504884; in the data active = activity above about 50%, passing the limit was not always enough; note: inactives centre near 2
PfHsp40 yeast: restores yeast growth despite PfHsp40 toxicity. growth rescue, % at 12.5 µM. 340,000 tested, 0.68% active. S. cerevisiae expressing PfHsp40, growth rescue, ATP luminescence. AID 504582; in the data active = growth rescue above about 28%, passing the limit was not always enough;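 note: yeast W303a lacking pdr1 and pdr3 grown in galactose medium; growth measured after three days at 30 °C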
SARS 3CLpro inh: SARS-CoV 3CLpro protease inhibition; P0C6X7; recombinant SARS-CoV 3CLpro, quenched FRET peptide cleavage; inhibition, % at 6 µM; 290,000 tested, 0.14% active; AID 1706; in the data active = inhibition above about 12%
SSB-PriA inh: blocks PriA binding to SSB C-terminal tail | 430,000 tested, 0.6% active | AlphaScreen SSBct-PriA binding, biotinylated peptide | inhibition, % at 33 µM; in the data active = inhibition mostly above about 37%, no sharp cut-off; inactive = mostly below about 20%;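 note: plate controls were negative control peptide for no effect and reference peptide for full effect; strong numbers were not always called active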
TcdB inh: blocks C. difficile toxin B glycohydrolase activity; TcdB glycohydrolase enzymatic assay, plate reader; 350,000 tested, 0.24% active; P18177; inhibition, % at 9.99 µM; in the data active = inhibition above about 10%
An asterisk follows results filed as active; i = inactive; / = no result given; & = joins results of further samples. Cut-off read from the data, not from the text of the source, unless noted: active = inhibition above about 30%; inconclusive = no clear call, values can overlap the other calls; inactive = below that. Some of the compounds tested. The share of hits here may be higher or lower than overall.

structure,CCHFV vOTU inh,DUSP3 inh,Vc quorum ag,BoNT A protease,Anthrax LF inh2,Y pestis TopoI,PfHsp40 yeast,SARS 3CLpro inh,SSB-PriA inh,TcdB inh
COc1ccc(C(CNC(=O)c2cc(S(=O)(=O)N3CCCC3)ccc2Cl)N2CCCC2)cc1 (stereo unspecified),0,/,i,-0.5,-8,-7,-0.5,/,4,-0.8
c1ccc(C(c2ccccc2)N2CCN(Cc3nc(-c4cnccn4)no3)CC2)cc1,1,16,3.3,0.3,3,2,0.8,1,5,0.7
CCCSc1nc(O)c(C(c2ccc(OC)c(O)c2)c2c(O)nc(SCCC)n(C)c2=O)c(=O)n1C,12,3,1.7,-0.1,2,2,1.6,2,9,-2.2
CCc1noc(C)c1C(=O)OCC(=O)Nc1ccc2c(c1)OCO2,-7,/,-0.4,/,/,-2,1.4,/,-6,3.2
CCCCCc1cccnc1,-5,-4,i,-0.1,-5,6,-0.1,3,-4,1.1
CCOC(=O)Cn1c(=O)cnc2ccccc21,5,2,i,-1.4,-2,-2,-1.9,-4,-16,/
CCOC(=O)N1CCN(C(=O)Cc2c(C(=O)O)n(C)c3ccccc23)CC1,1,-6,i,1.5,1,-10,1.7,1,-15,0.9
CCOC(=O)c1[nH]c2ccccc2c1NC(C)=O,2,6,-0.3,-0.2,-3,8,2.2,/,-4,-0.7
O=C(CSC1=NCCS1)N1CCN(c2ccccc2)CC1,7,-16,-0.9,0.2,2,-3,0.9,2,-13,/
COC(=O)c1ccc(NC(=S)NC(=O)c2cc(-c3ccccc3)nc3ccccc23)cc1,7,4,-0.2,0.5,-1,11,0.2,0,-6,/
O=C(NCc1cccnc1)C(=O)NCC(c1ccco1)N1CCN(c2ccccc2F)CC1 (stereo unspecified),-14,24,-0.1,0.1,-2,3,0.1,-4,-7,/
CCc1nc2ccc(C(=O)N(C)Cc3ccco3)cn2c1N(CC)C(=O)NCCc1ccccc1,-4,/,-4.5,0.2,1,5,/,/,/,-3.0
COc1cc(/C=C/c2ccc(O)cc2)cc(OC)c1,13,26,-0.4,0.4,-1,-25,5.2,-1,3,3.0
O=C1c2ccccc2C(=O)N1CCCc1nc(-c2ccc(Cl)cc2)no1,6,13,/,-0.3,1,7,1.8,1,-5,-0.4
Cc1ccc2nc(C)c(C)nc2c1N,8,-17,0.4,-0.3,-2,2,-0.4,0,5,/
CC(C)C(NC(=O)c1ccccc1)C(=O)OCc1cc([N+](=O)[O-])cc2c1OCOC2 (stereo unspecified),8,8,i,-0.8,1,0,-0.3,1,-3,1.5
C[C@@H]1CN([C@@H](C)CO)C(=O)CCCn2nncc2CO[C@H]1CN(C)C(=O)NC1CCCCC1,5,/,i,-0.2,0,-8,/,/,/,-5.2&-0.2&-1.9
COc1ccccc1N1CCN(C(=O)c2cc(-c3cccs3)on2)CC1,17,18,-0.2,0.1,-1,39,-0.6,0,11,/
Cc1cc(C(=O)NCc2cccs2)ccc1[N+](=O)[O-],10,1,i,0.0,0,3,1.2,6,7,/
CSc1oc(-c2ccc(F)cc2)nc1S(=O)(=O)c1ccccc1,-14,0,-0.5,-0.4,-4,-10,-0.7,3,-3,/
CCOC(=O)c1c(C)[nH]c(C(=O)OCC(=O)Nc2sc(C(=O)N(C)C)c(C)c2C(=O)OCC)c1C,13,/,i,-1.0,-1,5,-0.6,/,-6,-1.3
O=C(Nc1ccc(F)cc1)c1ccc(C(=O)N2CCCC(O)C2)cc1 (stereo unspecified),-4,/,-0.4,-0.2,-10,5,-0.1,/,-2,-0.2
CCOc1ccccc1C(c1c(C)n(C)n(-c2ccccc2)c1=O)c1c(C)n(C)n(-c2ccccc2)c1=O,-2,44,-0.6,0.5,1,-19,-1.6,-8,-1,-5.1
CC[C@]12c3[nH]c4cc(CCC(=O)N(C)C)ccc4c3CCN1C(=O)[C@@H](CC(=O)NCCCN(C)C)C[C@@H]2C(=O)N1CCN(C(=O)C2CC2)CC1,12,/,-0.7,-0.3,0,-1,0.6,/,0,-0.8
CCN(CC(=O)Nc1ccc(NC(C)=O)cc1)C(=O)COc1ccccc1Cc1ccccc1,17,2,/,2.8,-6,-4,1.2,-1,-3,1.0
COc1ccc(-n2nc3c(N4CCC(C(=O)NCc5cccc(C)c5)CC4)nnc(C)c3c2C)cc1,8,-2,i,-2.6,-2,35,0.3,1,-13,0.1
COc1cc(/C=C(/C#N)C(=O)Nc2ccc(C)cc2)ccc1Oc1nc(Cl)ncc1F,-8,-1,-0.3,0.1,-2,16,-0.2,1,-4,/
CCN=C1S/C(=C\c2cc(Cl)c(OC)c(OC)c2)C(=O)N1CC,6,21,-0.5,0.7,-16,4,0.3,2,-11,-0.1
COc1ccc(-c2cc(C(=O)Nc3ccc4c(c3)OCO4)no2)cc1,-2,16,i,-3.6,4,0,0.7,-3,3,1.7
CN(C)c1nc(NCc2ccccc2)nc(N/N=C/c2ccc(Br)cc2)n1,-1,28,-0.3,-2.2,-3,-3,-1.3,4,/,0.8
O=C(O)c1ccc(N/N=C/c2ccc3nccnc3c2)cc1,8,10,-3.1,-0.5,3,7,-1.8,-1,i,-1.5
COc1nnc(-c2ccc(C)c(S(N)(=O)=O)c2)c2ccccc12,9,-10,i,-1.8,-8,1,1.9,-4,7,0.9
O=C(O)c1ccc(-n2cccc2/C=C2/SC(=O)N(CC(=O)N3CCCC3)C2=O)cc1,15,74,-0.3,0.2,1,-8,-1.4,4,-1,2.0
O=C(NOCc1ccccc1)c1ccccc1,-7,/,i,-0.3,-3,-2,-1.6,/,4,-0.7
CCOc1ccc(C(=O)NCC(=O)N2CCN(c3ccc(C(F)(F)F)cn3)CC2)cc1,-5,/,-1.2,3.8,2,-7,0.4,/,2,0.9
Cc1ccc(-c2nnn(CC(=O)N(CC(=O)NC3CCCCC3)c3cccc(F)c3)n2)o1,-3,16,-0.4,1.9,-1,18,-1.5,1,-6,0.4
CCOC(=O)C1CCN(Cc2c(O)c3ccccc3oc2=O)CC1,-9,5,-0.2,-0.3,-3,-2,2.5,5,-3,1.7
O=Cc1cc2ccccc2nc1SCc1ccc(Cl)c(Cl)c1,6,2,-0.3,0.0,2,-5,1.0,9,-7,/
CC1=C(C(=O)N(C(C)C)C(C)C)CC(CC(=O)NC2CC2)C(=O)N1CCCN1CCCC1=O (stereo unspecified),27,/,/,-0.4,-5,/,/,/,/,-0.6
CC1CCCC(NC(=O)Cn2cc(C(F)(F)F)cc(Cl)c2=O)C1C (stereo unspecified),0,/,i,0.4,-2,-6,0.4,/,-12,0.6
Cc1cscc1NC(=O)/C=C/C(=O)O,-14,1,-0.3,-0.6,9,6,-1.6,0,-1,0.8
O=C(CNc1ccc(C(F)(F)F)cc1[N+](=O)[O-])OCC(=O)c1ccccc1,12,-23,-0.5,0.5,0,-1,1.3,4,24,/
CC1(C)C(C(=O)NCc2ccco2)C1(C)C,4,11,0.7,-0.4,5,-5,-1.1,2,-3,/
CCCNC(=O)Cn1cc(S(=O)(=O)N2CCCC2)c(S(=O)(=O)N2CCCC2)c1,4,-14,-0.4,-1.3,-1,3,-0.3,0,1,1.1
CCOc1cc2c(cc1/C=C(/C#N)c1ccc(C(=O)O)cc1)OCO2,18,31,-1.8,-0.5,0,-4,0.3,3,1,-0.8
COc1ccc(CNc2ncc(-c3cccc([N+](=O)[O-])c3)n2C)c(OC)c1OC,-13,1,i,-4.8,2,10,-0.9,-5,0,-0.4
Cc1ccc2nc(-c3ccccc3Cl)cc(C(=O)Nc3cc(C)on3)c2c1,14,25,i,0.1,-1,17,1.9,5,-1,/
CS(=O)(=O)N1CCC(C(=O)NCc2ccc3c(c2)OCO3)CC1,7,14,-0.3,0.0,-5,2,-0.8,-2,10,-0.4
C[C@@H]1CN([C@@H](C)CO)S(=O)(=O)c2ccc(Br)cc2O[C@@H]1CN(C)C(=O)c1ccccn1,14,/,0.0,-0.1,5,3,/,/,/,-7.0&-0.1
O=C1COc2ccc(S(=O)(=O)Nc3ccc(OC(F)(F)F)cc3)cc2N1,23,-2,7.1,-0.5,-2,-3,-1.3,0,-3,4.8

Other compounds follow:
structure,CCHFV vOTU inh,DUSP3 inh,Vc quorum ag,BoNT A protease,Anthrax LF inh2,Y pestis TopoI,PfHsp40 yeast,SARS 3CLpro inh,SSB-PriA inh,TcdB inh
O=C(N/N=C1/CC2C=CCC12)c1ccc(Br)o1 (stereo unspecified),12,8,-0.5,1.1,1,1,3.2,7,/,-1.8
COc1ccc(CCNC(=O)CCNC(=O)c2ccco2)cc1,12,14,-0.2,-2.0,-1,-6,-0.4,0,11,-0.7
O=C(Nc1ccc(Br)c(C(F)(F)F)c1)c1ccc(C(F)(F)F)cc1,15,4,0.2,0.0,9,-20,/,4,-24,8.0
O=C(/C=C\NCC(=O)c1ccccc1)c1ccccc1,2,12,i,1.1,1,-4,0.4,-9,1,/
c1cc(-c2ccsc2)n2ccnc2c1,-33,/,0.0,-0.5,0,-2,/,/,/,-0.9
CCOC(=O)C1=C(CSc2nc(-c3ccccc3)ccc2C#N)OC(N)=C(C#N)C1c1ccc(OC)cc1 (stereo unspecified),19,38,1.0,5.8,5,-12,-0.3,1,4,/
CCc1cccc2c(C(=O)C(NCCCOC)c3ccccc3)c[nH]c12 (stereo unspecified),12,31,i,-1.2,-9,-9,-1.8,-4,-2,1.0
CCN(CC(=O)Nc1ccc2c(c1)OCCO2)C(=O)c1ccc(S(=O)(=O)N(C)C)cc1,5,/,11,0.6,0,-5,-1.3,/,2,2.3
CC(=O)c1ccc(N2CCN(C(=O)c3ccc(-c4ccccc4)cc3)CC2)cc1,1,21,i,1.1,-3,48,0.3,6,-9,1.3
CCN(CCCNC(=O)C1CCN(S(=O)(=O)c2cccc3nonc23)CC1)Cc1ccccc1,10,2,-0.6,2.9,0,-7,0.8,0,-1,/
OC(CCN1CCCCC1)(c1ccccc1)C1CCCCC1 (stereo unspecified),7,-11,-0.3,0.4,-14,3,-0.4,0,-7,2.5
CCN1CCN(Cc2ccc(OC)c(OCc3ccccc3)c2)CC1,0,-3,0.6,-0.6,-5,0,-0.7,1,-10,/
O=C(NCC(=O)N(CC1CCCO1)C(C(=O)NC1CCCCC1)c1ccccc1)c1ccco1 (stereo unspecified),-24,23,-0.1,-0.1,-1,-10,-0.4,1,-7,0.3
O=C(Nc1nnc(Cc2ccccc2)s1)c1ccccc1,-5,-4,-0.7,-0.5,7,0,0.2,-3,2,0.1
Cc1nc(COc2cc3oc(=O)cc(C)c3cc2Cl)cs1,-24,12,i,0.3,-17,-1,-1.0,2,-8,-1.6
O=C(COC(=O)c1ccccn1)Nc1nc(-c2ccccc2)cs1,27,-25,-0.2,1.0,-4,17,0.0,-4,-10,-3.4
COc1ccc(NC(=O)N2CCC(O)(c3cccnc3)CC2)c(OC)c1,2,17,i,-0.3,-1,-4,-0.3,-4,1,/
N#CCCC(CCC#N)C1=NCCc2ccccc21,2,25,-0.3,-1.2,-9,0,0.4,3,-8,-0.1

Some of the entries so far, with each value named.
Molecule: COc1ccc(CCNC(=O)CCNC(=O)c2ccco2)cc1
  CCHFV vOTU inh: 12	DUSP3 inh: 14	Vc quorum ag: -0.2	BoNT A protease: -2.0	Anthrax LF inh2: -1	Y pestis TopoI: -6	PfHsp40 yeast: -0.4	SARS 3CLpro inh: 0	SSB-PriA inh: 11	TcdB inh: -0.7
Molecule: O=C(COC(=O)c1ccccn1)Nc1nc(-c2ccccc2)cs1
  CCHFV vOTU inh: 27	DUSP3 inh: -25	Vc quorum ag: -0.2	BoNT A protease: 1.0	Anthrax LF inh2: -4	Y pestis TopoI: 17	PfHsp40 yeast: 0.0	SARS 3CLpro inh: -4	SSB-PriA inh: -10	TcdB inh: -3.4
Molecule: O=C(Nc1ccc(Br)c(C(F)(F)F)c1)c1ccc(C(F)(F)F)cc1
  CCHFV vOTU inh: 15	DUSP3 inh: 4	Vc quorum ag: 0.2	BoNT A protease: 0.0	Anthrax LF inh2: 9	Y pestis TopoI: -20	PfHsp40 yeast: /	SARS 3CLpro inh: 4	SSB-PriA inh: -24	TcdB inh: 8.0
